Assay outcomes deposited in PubChem BioAssay by The Scripps Research Institute Molecular Screening Center.
ARFGAP1 inhibitor = inhibits rat ARF GTPase activating protein 1; actives 0.26% (n = 360,000); inhibition, % at 16.5 µM; AID 651572; Arfgap1-stimulated ARF1 GTP hydrolysis, GDP FP detection;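 active means inhibition above a per-plate limit, mean inhibition of low control wells plus 3 SD, cut at about 25% in these data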;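 further: 0% = DMSO wells with enzyme and 100% = wells lacking Arfgap1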
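Replicates: Single well per compound | Assay system: Truncated rat Arfgap1 GAP domain | Control set: No-Arfgap1 wells (100%) versus DMSO full-reaction wells (0%) | Times: Enzyme reaction 120 min at 25 °C after 20 min preincubation | Reagent: Human ARF1(Δ1-17)-GTP substrate | Measured by: Tracer-displacement fluorescence polarization with EDTA stop, 620/688 nm | Measure: Percent inhibition of Arfgap1-stimulated GTP hydrolysis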
DDE Tn7 FP inh = inhibitors of Tn7 peptide binding to human fibrin DD(E); actives 0.13% (n = 370,000); inhibition, % at 8.3 µM; FP displacement of FITC-Tn7 peptide from fibrin DD(E); 0% = median of compound wells per plate;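 active means inhibition above the mean of compounds falling within the control limits plus 3 SD of them, cut at about 14% in these data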;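 further: 0% = plate median of compound wells and 100% = 10 µM Aha-Tn7 peptide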
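System: human fibrin DD(E); quantity: Fibrin-DD(E) at 2 µM final; also added: fluorescent Tn7 probe at 0.1 µM; compound dosing: single nominal test concentration of 8.3 µM per compound; schedule: 10 min preincubation, 3 h with tracer, room temperature; detection: fluorescence polarization of the labelled Tn7 tracer; repeats: one replicate per compound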
LEDGF integ inh = blocks HIV-1 LEDGF/p75-dependent DNA integration; TR-FRET IN-LEDGF/p75 DNA integration, Eu/Cy5; inhibition, % at 3.7 µM; actives 0.64% (n = 370,000); AID 743269;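 active means inhibition above the screen-wide mean plus 3 SD, cut at about 13% in these data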;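 further: signal is the Cy5 over europium emission ratio at 671 and 618 nm; 0% = plate median of compound wells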
ADAM10 inh = inhibitors of human ADAM10; O14672; recombinant ADAM10, EDANS/DABCYL FRET peptide cleavage, 3 h; inhibition, % at 7 µM; actives 0.62% (n = 370,000); AID 720582;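 active means inhibition above a per-campaign cutoff equal to the mean of compounds falling between control-based bounds plus 3 SD, cut at about 20% in these data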;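 further: 0% = DMSO wells while the 100% control is not disclosed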
TDP2 absorb = blocks human TDP2 phosphodiesterase activity; O95551; recombinant TDP2, T5PNP hydrolysis, p-nitrophenol absorbance 415 nm; inhibition, % at 12.8 µM; actives 0.34% (n = 370,000); AID 720702;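 active means inhibition above the mean of all tested compounds plus 3 SD, set per campaign, cut at about 25% in these data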;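 further: 0% = DMSO with enzyme and 100% = buffer with substrate but no TDP2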
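Material: recombinant human TDP2; quantity: TDP2 enzyme at 120 nM final; medium: Tris-HCl pH 7.5 with MgCl2; compound: single concentration, 12.8 µM nominal, with 1% DMSO; incubation: 2 h enzyme incubation at 37 °C; signal: epi absorbance; measure: percent inhibition; benchmarks: high control without enzyme, low control DMSO plus TDP2; repeats: singlicate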
KLK7 zymogen act = proKLK7 (human) activation, primary screen; P49862; purified proKLK7, EDANS-DABCYL substrate fluorescence; 100% is mature enzyme control, 0% vehicle; activation, % at 7 µM; actives 0.9% (n = 370,000); AID 652039;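 active means activation above the mean of all tested compounds plus 3 SD, computed per campaign excluding outliers beyond control limits, cut at about 13% in these data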
ASAP1 GAP inh = ASAP1 ArfGAP inhibition; Q9ULH1; ASAP1-stimulated ARF1 GTP hydrolysis, GDP FP detection; inhibition, % at 16.5 µM; actives 0.19% (n = 360,000); AID 624377; in the data active means inhibition above about 25%;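 further: 0% = vehicle with enzyme and substrate and 100% = no enzyme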
Target sequence (Q9ULH1 325-724 limits assumed): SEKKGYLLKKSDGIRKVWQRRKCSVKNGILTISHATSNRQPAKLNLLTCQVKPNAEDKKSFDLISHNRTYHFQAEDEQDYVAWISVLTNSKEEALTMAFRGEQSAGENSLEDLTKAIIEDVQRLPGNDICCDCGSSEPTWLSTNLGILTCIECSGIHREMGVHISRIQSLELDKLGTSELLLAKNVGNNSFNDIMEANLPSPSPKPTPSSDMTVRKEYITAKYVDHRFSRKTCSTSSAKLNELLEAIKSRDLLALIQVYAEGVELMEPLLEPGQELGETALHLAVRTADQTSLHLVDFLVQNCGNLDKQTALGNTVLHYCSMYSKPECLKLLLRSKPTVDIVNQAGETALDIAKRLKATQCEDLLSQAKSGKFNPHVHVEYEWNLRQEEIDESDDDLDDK
ADAM17 inh = inhibitors of human ADAM17; inhibition, % at 6.95 µM; actives 0.83% (n = 370,000); P78536; recombinant ADAM17, EDANS/DABCYL FRET peptide cleavage;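 active means inhibition above the mean of compounds lying between control limits plus 3 SD, set per campaign, cut at about 8.5% in these data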;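 further: 0% = DMSO-only wells as the low control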
Target sequence (P78536 215-824 limits assumed): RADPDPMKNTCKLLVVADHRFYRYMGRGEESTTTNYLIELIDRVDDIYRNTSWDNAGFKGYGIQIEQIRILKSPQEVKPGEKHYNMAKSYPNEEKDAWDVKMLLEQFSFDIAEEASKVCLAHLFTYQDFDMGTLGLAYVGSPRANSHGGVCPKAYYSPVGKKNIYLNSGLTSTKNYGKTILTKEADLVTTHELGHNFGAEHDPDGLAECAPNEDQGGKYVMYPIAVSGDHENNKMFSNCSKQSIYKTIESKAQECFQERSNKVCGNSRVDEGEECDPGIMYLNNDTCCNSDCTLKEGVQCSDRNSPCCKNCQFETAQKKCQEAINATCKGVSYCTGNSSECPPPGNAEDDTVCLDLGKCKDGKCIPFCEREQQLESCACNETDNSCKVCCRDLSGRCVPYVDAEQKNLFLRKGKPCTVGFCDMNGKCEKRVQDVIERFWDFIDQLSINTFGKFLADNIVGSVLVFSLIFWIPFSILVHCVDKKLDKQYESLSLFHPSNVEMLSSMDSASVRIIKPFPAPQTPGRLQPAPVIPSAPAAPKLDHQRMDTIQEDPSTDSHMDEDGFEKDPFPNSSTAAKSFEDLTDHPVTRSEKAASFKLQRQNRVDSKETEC
PLCg1 inh = PLC-gamma1 (human) inhibition, primary screen; P19174; purified PLC-gamma1, fluorogenic substrate, fluorescence; inhibition, % at 12.2 µM; actives 0.84% (n = 370,000); in the data active means inhibition above about 9.5%
Tn6 DDE FP = DD(E)-Tn6 binding inhibition, primary FP screen. inhibition, % at 8.3 µM. actives 0.21% (n = 370,000). Fibrin DD(E) TRITC-Tn6 fluorescence polarization displacement;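 active means inhibition above a per-campaign cutoff: mean of compounds within control limits plus 3 SD, cut at about 15% in these data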;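 further: 0% = median of all compound wells on the plate and 100% = blocking peptide control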
* = called active by the depositor.

`CN(c1ccccc1)S(=O)(=O)c1ccc(NC(=O)c2cccs2)cc1` gave ARFGAP1 inhibitor -8, DDE Tn7 FP inh 12, LEDGF integ inh 0, ADAM10 inh 12, TDP2 absorb 5, KLK7 zymogen act 1.7, ASAP1 GAP inh -1, ADAM17 inh 2, PLCg1 inh -2 and Tn6 DDE FP -7.
For COc1cc(NC(=O)CCc2nc(-c3cccs3)no2)cc(OC)c1OC the results were ARFGAP1 inhibitor 9, DDE Tn7 FP inh 3, LEDGF integ inh 0, ADAM10 inh -2, TDP2 absorb 9, KLK7 zymogen act 0.3, ASAP1 GAP inh -17, ADAM17 inh -8, PLCg1 inh 0 and Tn6 DDE FP 5.
Screening COc1ccc(CCNC(=O)C2CCCN(S(=O)(=O)c3cc(C)ccc3OC)C2)cc1OC (stereo unspecified) returned ARFGAP1 inhibitor 6, DDE Tn7 FP inh 4, LEDGF integ inh 0, ADAM10 inh 6, TDP2 absorb 11, KLK7 zymogen act 0.3, ASAP1 GAP inh 1, ADAM17 inh -5, PLCg1 inh 1 and Tn6 DDE FP 0.
Screening CCOc1ccc(NC(=O)CN2CCN(Cc3c(F)cccc3F)CC2)cc1 returned ARFGAP1 inhibitor 2, DDE Tn7 FP inh -1, LEDGF integ inh -4, ADAM10 inh 5, TDP2 absorb 13, KLK7 zymogen act -0.1, ASAP1 GAP inh -20, ADAM17 inh -2, PLCg1 inh -1 and Tn6 DDE FP -3.
`CCc1nnc(NC(=O)CCC2CCCCC2)s1` gave ARFGAP1 inhibitor -4, DDE Tn7 FP inh 5, LEDGF integ inh -3, ADAM10 inh 2, TDP2 absorb 2, KLK7 zymogen act 0.3, ASAP1 GAP inh 4, ADAM17 inh -2, PLCg1 inh -1 and Tn6 DDE FP 1.
For CCOc1cc(/C=C/c2cccc[n+]2C)ccc1OCC(=O)Nc1ccc(C)cc1 the results were ARFGAP1 inhibitor -4, DDE Tn7 FP inh -1, LEDGF integ inh 3, ADAM10 inh -16, TDP2 absorb 8, KLK7 zymogen act 2.2, ASAP1 GAP inh -5, ADAM17 inh -3, PLCg1 inh -257 and Tn6 DDE FP -4.
Cn1ncc(C#N)c1NC(=O)c1cc(-c2ccccc2Cl)on1 was read as ARFGAP1 inhibitor -3, DDE Tn7 FP inh -5, LEDGF integ inh 1, ADAM10 inh -3, TDP2 absorb 2, KLK7 zymogen act -0.1, ASAP1 GAP inh 15, ADAM17 inh 0, PLCg1 inh -1 and Tn6 DDE FP 6.
`COc1ccc(S[C@]2(C(=O)N3CCOCC3)CC(=O)N[C@@H]2c2ccc(OC)cc2)cc1` gave DDE Tn7 FP inh 8, LEDGF integ inh 0, ADAM10 inh 4, TDP2 absorb -7, KLK7 zymogen act -0.4, ADAM17 inh -2, PLCg1 inh -6 and Tn6 DDE FP -1.
Screening COc1ccccc1NC(=O)C1=C(C)NC(=O)NC1c1cc(C)cs1 (stereo unspecified) returned ARFGAP1 inhibitor 4, DDE Tn7 FP inh 9, LEDGF integ inh -1, ADAM10 inh 6, TDP2 absorb 10, KLK7 zymogen act 0.6, ASAP1 GAP inh 3, ADAM17 inh -4, PLCg1 inh 0 and Tn6 DDE FP 2.
COc1ccc(NS(=O)(=O)c2cn(C)c(=O)n(C)c2=O)cc1 was read as ARFGAP1 inhibitor -1, DDE Tn7 FP inh 9, LEDGF integ inh -2, ADAM10 inh -5, TDP2 absorb 3, KLK7 zymogen act -0.6, ASAP1 GAP inh -3, ADAM17 inh -7, PLCg1 inh -2 and Tn6 DDE FP 1.
COc1ccc(C(=O)OCC(=O)NCc2cccs2)c(OC)c1OC was read as ARFGAP1 inhibitor 6, DDE Tn7 FP inh 12, LEDGF integ inh 2, ADAM10 inh -11, TDP2 absorb 1, KLK7 zymogen act -0.6, ASAP1 GAP inh -19, ADAM17 inh -1, PLCg1 inh -3 and Tn6 DDE FP 3.
For O=C1CCCN1CN(C(=O)c1ccccc1)c1ccccc1 the results were ARFGAP1 inhibitor 16, DDE Tn7 FP inh 0, LEDGF integ inh 1, ADAM10 inh -1, TDP2 absorb 15, KLK7 zymogen act 0.4, ASAP1 GAP inh -19, ADAM17 inh -2, PLCg1 inh 1 and Tn6 DDE FP 5.
`O=C(O)CSc1ncnc2nc[nH]c12` gave ARFGAP1 inhibitor 4, DDE Tn7 FP inh 5, LEDGF integ inh 2, ADAM10 inh -5, TDP2 absorb -7, KLK7 zymogen act -0.3, ASAP1 GAP inh -15, ADAM17 inh -3, PLCg1 inh 0 and Tn6 DDE FP 3.
CCCCC1C2C(=O)N(c3ccccc3)C(=O)C2ON1c1ccccc1 (stereo unspecified) was read as ARFGAP1 inhibitor 3, DDE Tn7 FP inh -1, LEDGF integ inh 3, ADAM10 inh 1, TDP2 absorb 22, KLK7 zymogen act 0.7, ASAP1 GAP inh 2, ADAM17 inh -1, PLCg1 inh 1 and Tn6 DDE FP -2.
COc1cc(OC)cc(C(=O)NN2CCOCC2)c1 was read as ARFGAP1 inhibitor 12, DDE Tn7 FP inh 6, LEDGF integ inh -3, ADAM10 inh -3, TDP2 absorb 9, KLK7 zymogen act 0.5, ASAP1 GAP inh 1, ADAM17 inh 0, PLCg1 inh 1 and Tn6 DDE FP 2.
Screening Cc1c(Cc2ccccc2)c(=O)oc2cc(OCC(N)=O)ccc12 returned ARFGAP1 inhibitor -10, DDE Tn7 FP inh 0, LEDGF integ inh -3, ADAM10 inh -171, TDP2 absorb 2, KLK7 zymogen act -1.2, ASAP1 GAP inh -7, ADAM17 inh -48, PLCg1 inh -24 and Tn6 DDE FP 0.
For NC(=O)c1ccc(NCCc2ccccc2)c([N+](=O)[O-])c1 the results were ARFGAP1 inhibitor 6, DDE Tn7 FP inh 0, LEDGF integ inh -1, ADAM10 inh 0, TDP2 absorb 3, KLK7 zymogen act 0.8, ASAP1 GAP inh 1, ADAM17 inh -1, PLCg1 inh -1 and Tn6 DDE FP -1.
Cc1ccc(C)c(N2CCN(C3CCCC(C)C3)CC2)c1 (stereo unspecified) was read as ARFGAP1 inhibitor -15, DDE Tn7 FP inh 0, LEDGF integ inh -1, ADAM10 inh 0, TDP2 absorb 6, KLK7 zymogen act 0.3, ASAP1 GAP inh 2, ADAM17 inh -3, PLCg1 inh 2 and Tn6 DDE FP 5.
For CCCS(=O)(=O)NC(=O)C1(C)CCN(C(=O)c2cccc(C)c2C)C1 (stereo unspecified) the results were ARFGAP1 inhibitor 0, DDE Tn7 FP inh -2, LEDGF integ inh -3, ADAM10 inh -13, TDP2 absorb 14, KLK7 zymogen act -0.8, ASAP1 GAP inh -2, ADAM17 inh -5, PLCg1 inh 1 and Tn6 DDE FP 0.
CC(Oc1ccc2oc3ccccc3c2c1)C(=O)NC12CC3CC(CC(C3)C1)C2 (stereo unspecified) was read as ARFGAP1 inhibitor 8, DDE Tn7 FP inh -7, LEDGF integ inh -2, ADAM10 inh 4, TDP2 absorb 4, KLK7 zymogen act -0.8, ASAP1 GAP inh -6, ADAM17 inh -1, PLCg1 inh 1 and Tn6 DDE FP -2.
`Cc1ccc(NC(=O)Cn2nnc(-c3ccc4c(c3)OCO4)n2)cc1F` gave ARFGAP1 inhibitor 10, DDE Tn7 FP inh -4, LEDGF integ inh 2, ADAM10 inh 6, TDP2 absorb -5, KLK7 zymogen act -0.1, ASAP1 GAP inh -1, ADAM17 inh 0, PLCg1 inh 1 and Tn6 DDE FP 0.
Screening CSCCC(NS(=O)(=O)c1cccc(C(F)(F)F)c1)C(=O)N(C)Cc1ccc2c(c1)OCCO2 (stereo unspecified) returned ARFGAP1 inhibitor -2, DDE Tn7 FP inh 8, LEDGF integ inh -1, ADAM10 inh -1, TDP2 absorb 0, KLK7 zymogen act 0.0, ASAP1 GAP inh 4, ADAM17 inh 2, PLCg1 inh 2 and Tn6 DDE FP 7.
Screening CCc1ccc2c(CN3CCc4cc(OC)c(OC)cc4C3)cc(=O)oc2c1 returned ARFGAP1 inhibitor -1, DDE Tn7 FP inh 6, LEDGF integ inh 0, ADAM10 inh -209, TDP2 absorb 8, KLK7 zymogen act 1.3, ASAP1 GAP inh -8, ADAM17 inh -65, PLCg1 inh -419 and Tn6 DDE FP -2.
For Cc1ccc(N/N=C(\C#N)C(=O)c2ccsc2)cc1 the results were ARFGAP1 inhibitor -2, DDE Tn7 FP inh -9, LEDGF integ inh 1, ADAM10 inh 4, TDP2 absorb -7, KLK7 zymogen act -0.1, ASAP1 GAP inh 3, ADAM17 inh -1, PLCg1 inh 2 and Tn6 DDE FP -5.
For Cc1ccc(S(=O)C(c2ccccc2)c2ccccc2)cc1 (stereo unspecified) the results were ARFGAP1 inhibitor -6, DDE Tn7 FP inh -9, LEDGF integ inh 3, ADAM10 inh 0, TDP2 absorb 3, KLK7 zymogen act 0.1, ASAP1 GAP inh -6, ADAM17 inh 0, PLCg1 inh 2 and Tn6 DDE FP -3.
`Cc1cc(C)cc(NC(=O)CN2CCN(CCN=CC3=C(O)CC(c4ccc(Cl)cc4)CC3=O)CC2)c1` (stereo unspecified) gave ARFGAP1 inhibitor -3, DDE Tn7 FP inh 5, LEDGF integ inh -1, ADAM10 inh 5, TDP2 absorb -7, KLK7 zymogen act 0.2, ASAP1 GAP inh -2, ADAM17 inh 0, PLCg1 inh 4 and Tn6 DDE FP 2.
O=C(O)c1cccc(C(=O)O)c1S(=O)Cc1ccccc1 (stereo unspecified) was read as ARFGAP1 inhibitor -1, DDE Tn7 FP inh 2, LEDGF integ inh 1, ADAM10 inh -9, TDP2 absorb 1, KLK7 zymogen act 0.8, ASAP1 GAP inh 17, ADAM17 inh -2, PLCg1 inh 1 and Tn6 DDE FP 2.
`Cc1cccc(CC(=O)NCC(=O)NCc2cc(=O)n(C)c(=O)n2C)c1` gave ARFGAP1 inhibitor 18, DDE Tn7 FP inh 8, LEDGF integ inh -1, ADAM10 inh -3, TDP2 absorb -13, KLK7 zymogen act 0.2, ASAP1 GAP inh 11, ADAM17 inh -7, PLCg1 inh 5 and Tn6 DDE FP -18.
`CCC(=O)N(CC)c1nc(-c2ccc(OC)cc2)cs1` gave ARFGAP1 inhibitor -3, DDE Tn7 FP inh 2, LEDGF integ inh -3, ADAM10 inh 4, TDP2 absorb -9, KLK7 zymogen act -0.5, ASAP1 GAP inh 4, ADAM17 inh 4, PLCg1 inh 0 and Tn6 DDE FP 2.
